KCNQ1 act: potentiators or activators of human KCNQ1 potassium channel | CHO-K1 KCNQ1, thallium flux FluxOR fluorescence; active compounds read high | B-score at 10 µM | hit rate 0.35% among 310,000 | AID 2648;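 active = fluorescence ratio B-score, a plate-corrected score, at least three library SD, with initial intensity B-score within 5 SD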
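Medium – assay buffer, equal DMSO in all wells · Material – CHO-K1 cell line with stable KCNQ1 potassium channel expression · Signal – kinetic FluxOR thallium fluorescence, 10-s 1-Hz baseline, 110-s post-stimulus read · Compound – single concentration per compound, DMSO matched to controls · Schedule – 37 °C overnight plating, 90-min dark dye load, 20-min compound pretreatment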
KCNK9 block: human KCNK9 channel inhibition. Q9NPC2. HEK293 KCNK9, FluxOR thallium flux fluorescence; active compounds read low. B-score at 10 µM. hit rate 1.2% among 310,000;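 active = ratio B-score over 3 SD below the library mean, with starting fluorescence within 5 SD of its mean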;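 note: negative B-score means less thallium flux so channel inhibition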
KCNK3 inh: human KCNK3 channel inhibition, primary screen; O14649; B-score at 10 µM; CHO-KCNK3 thallium flux, FluxOR fluorescence; active compounds read low; hit rate 0.84% among 340,000;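 active = B-score under library mean minus 4 SD, starting fluorescence ratio at most library mean plus 5 SD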;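 note: more negative B-score means stronger inhibition of thallium flux through KCNK3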
TRPC4 block: inhibitors of mouse TRPC4 channel; Q9QUQ5; HEK293 TRPC4beta/mu-opioid, DAMGO-evoked Fluo4 calcium flux; active compounds read low; B-score at 10 µM; hit rate 0.39% among 300,000; AID 2247;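 active = B-score over 3 SD under the library average, no early fluorescence shift, positive overall ratio signal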
Target sequence (Q9QUQ5 whole entry, looked up): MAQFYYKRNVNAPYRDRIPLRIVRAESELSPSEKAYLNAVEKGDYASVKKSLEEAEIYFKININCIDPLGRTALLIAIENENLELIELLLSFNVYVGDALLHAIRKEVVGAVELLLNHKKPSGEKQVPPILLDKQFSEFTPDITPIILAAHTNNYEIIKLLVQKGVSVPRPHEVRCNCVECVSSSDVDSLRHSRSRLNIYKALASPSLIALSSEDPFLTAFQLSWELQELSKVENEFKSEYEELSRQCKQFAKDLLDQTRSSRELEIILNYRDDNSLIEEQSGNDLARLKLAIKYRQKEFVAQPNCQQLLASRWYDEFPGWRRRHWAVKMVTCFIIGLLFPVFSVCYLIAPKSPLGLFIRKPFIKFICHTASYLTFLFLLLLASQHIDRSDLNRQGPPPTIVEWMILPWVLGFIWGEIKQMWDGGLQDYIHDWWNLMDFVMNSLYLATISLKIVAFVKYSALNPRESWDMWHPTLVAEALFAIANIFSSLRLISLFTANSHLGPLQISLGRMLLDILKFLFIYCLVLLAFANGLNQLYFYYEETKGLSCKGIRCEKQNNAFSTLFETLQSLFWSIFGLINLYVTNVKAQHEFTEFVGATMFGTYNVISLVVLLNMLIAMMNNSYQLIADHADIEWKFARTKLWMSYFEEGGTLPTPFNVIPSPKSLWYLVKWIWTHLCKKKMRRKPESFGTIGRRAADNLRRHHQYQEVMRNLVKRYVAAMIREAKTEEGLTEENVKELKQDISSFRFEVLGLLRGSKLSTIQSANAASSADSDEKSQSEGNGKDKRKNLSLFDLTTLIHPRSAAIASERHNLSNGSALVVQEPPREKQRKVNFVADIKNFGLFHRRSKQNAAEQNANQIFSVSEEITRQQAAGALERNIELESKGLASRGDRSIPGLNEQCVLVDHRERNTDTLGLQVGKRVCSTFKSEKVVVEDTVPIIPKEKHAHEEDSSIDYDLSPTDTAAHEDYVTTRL
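test system = HEK293 cells with stable TRPC4beta plus mu-opioid receptor expression | detection = Fluo4 Ca2+ flux fluorescence | read-out = integrated fluorescence ratio relative to baseline, converted to per-well B score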
TRPC4 potent: TRPC4 (mouse) allosteric potentiation | B-score at 10 µM | AID 2227 | HEK293 TRPC4beta/mu-opioid, DAMGO EC20, Fluo-4 Ca2+ flux; active compounds read high | Q9QUQ5 | hit rate 0.42% among 310,000;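 active = B-score of calcium response area above 5 SD of library B-scores, with initial fluorescence ratio within 5 SD of library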;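 note: B-score of integrated fluorescence ratio over time as area under calcium response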
Platelet DG rel: platelet dense granule release activity; AID 1663; inhibition, %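 (compounds screened at 7.5 µM in platelet-rich plasma)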; human platelet-rich plasma, SFLLRN dense granule ATP release, luminescence; hit rate 0.22% among 300,000;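 active = mean replicate score, as percent of positive control, at or above 50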
hERG protect: compounds protecting human hERG from proarrhythmic drug block. Q12809. CHO-hERG, FluxOR thallium flux, dofetilide IC70 present. activation (rescue from dofetilide block), less the hit threshold, % at 10 µM. hit rate 0.51% among 310,000. AID 1511;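 active = activation above the mean of controls blocked by dofetilide plus 5 SD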;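 note: thallium influx through hERG after potassium depolarization seen as dye fluorescence rise; in these data hits start at about 4.7%; inactives centre near -7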
DYRK1A inh: Dyrk1A (rat) kinase inhibition; Q63470; ADP-Glo luminescence, NFATc1 peptide; inhibition, % at 12.5 µM; hit rate 0.43% among 310,000; in the data active = inhibition above about 50%;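 note: plate controls were vehicle with enzyme for no effect and no enzyme for full effect; many of its hits are not listed in these tables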
TRPC4 act: activators of mouse TRPC4 channel; HEK293 TRPC4beta/mu-opioid, Fluo4 calcium fluorescence; active compounds read high; hit rate 0.49% among 310,000; B-score at 10 µM; Q9QUQ5;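 active = B-score above 5 SD of library B-scores, and initial fluorescence ratio not above library mean plus 5 SD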;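 note: positive B-score marks a calcium rise read as TRPC4 activation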
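Assay system: HEK293 stable line with TRPC4beta plus mu-opioid receptor. Times: dye 45 min RT, read 110 s. Measured by: kinetic Fluo4 calcium fluorescence. Measure: B score of integrated ratio. Controls: assay buffer as low control, maximal DAMGO as high control.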
PolyA inhibitor: blocks polyadenylation in yeast reporter cells; S. cerevisiae SKY197-pL101 polyadenylation reporter, beta-gal luminescence; efflux-impaired pdr1/pdr3 knockout yeast; score 100 = 6 SD above DMSO; calls only at 12 µM; hit rate 0.02% among 300,000; AID 1875;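 active = lowest replicate activity score at least 50, where 100 means six control SD above control mean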;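 note: yeast exposed to compound for 9 h at 30 °C; higher score means more reporter readthrough which indicates perturbed polyadenylation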
KCNQ1 block: inhibitors of human KCNQ1 potassium channel; CHO-K1 KCNQ1, FluxOR thallium flux fluorescence; active compounds read high; hit rate 1.3% among 310,000; B-score at 10 µM; AID 2642;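 active = compounds whose thallium flux B-score, printed positive for inhibition, exceeds three library SD while starting fluorescence stays within three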;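 note: channel opened by potassium depolarization with thallium stimulus after 20 min compound exposure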
An asterisk follows results filed as active; i = inactive; . = not tested or not shown. Not all compounds are listed. The share of hits here may be higher or lower than overall.

SMILES	KCNQ1 act	KCNK9 block	KCNK3 inh	TRPC4 block	TRPC4 potent	Platelet DG rel	hERG protect	DYRK1A inh	TRPC4 act	PolyA inhibitor	KCNQ1 block
c1nc(NC2CCCCC2)c2[nH]cnc2n1	i	i	i	i	i	0	-17	11	i	i	i
Cc1ccc(S(=O)(=O)NCC2CCC(C(=O)NCc3cccs3)CC2)cc1 (centres undefined)	i	i	i	i	i	-4	-4	-3	i	i	i
O=C1CN(C(=O)c2c(F)cccc2F)C(c2ccc(F)cc2)c2cc(Br)ccc2N1 (centres undefined)	i	i	i	i	i	4	-12	-3	i	i	i
CC1Oc2ccccc2C=C1C1/C(=C(/O)c2ccccc2)C(=O)C(=O)N1CCCN(C)C (centres undefined)	i	i	i	i	i	-5	-7	-7	i	i	i
O=C(c1cc([N+](=O)[O-])cc([N+](=O)[O-])c1)N(Cc1nnc(-c2ccccc2Cl)o1)C1CC1	i	i	i	i	i	1	-4	-2	i	i	i
CC#CCN1c2ccccc2[C@]23C[C@@H](C(=O)OC)N(C(=O)NC(C)(C)C)C2=NC(C(=O)OC)=C(C(=O)OC)[C@H]13	i	i	i	i	i	0	-6	3	i	i	i
O=[N+]([O-])/C=C\c1ccc(N2CCOCC2)cc1	i	i	i	i	i	-1	-23	3	i	i	i
COc1cc(C)ccc1OCCOCCOc1ccc(C)cc1[N+](=O)[O-]	i	i	i	i	i	14	-6	5	i	i	i
CCC(=O)N1c2ccc(S(=O)(=O)CCC(=O)N3CCn4c3nc3ccccc34)cc2CC1C (centres undefined)	i	i	i	i	i	.	1	11	i	i	i
O=C(Nc1ccc2c(c1)CCC2)c1cc(S(=O)(=O)N2CCN(c3ccccc3)CC2)ccc1Cl	i	i	i	i	i	3	-9	-4	i	i	i
Nc1nonc1-c1nc2ccccc2n1CCC(=O)O	i	i	i	i	i	0	-8	4	i	i	i
CCOc1ccc(-c2nc(CS(=O)(=O)CC(=O)NCc3ccc(F)cc3)c(C)o2)cc1	i	i	i	i	i	2	-8	-5	i	i	i
O=C(Cn1c(=O)oc2ccccc21)NC(=O)NCc1ccccc1	i	i	i	i	i	1	-5	6	i	i	i
O=C(Nc1cccnc1)Nc1ccc2c(c1)OCO2	i	i	i	i	i	9	-10	14	i	i	i
CCOc1cccc(NC(=O)C2CCCN(S(=O)(=O)c3ccc(OC)cc3)C2)c1 (centres undefined)	i	i	i	i	i	-10	-11	-3	i	i	i
O=C(CCC(=O)NNC(=O)COc1ccc(Br)cc1)NCc1ccccc1	i	i	i	i	i	4	-14	-5	i	i	i
O=C(CCCCCN1C(=O)c2ccccc2C1=O)Oc1ccc2c3c(c(=O)oc2c1)CCC3	i	i	i	i	i	-7	-1	11	i	i	i
O=C(C1CCN(S(=O)(=O)c2cccc3nsnc23)CC1)N1CC=C(c2ccccc2)CC1	i	i	i	i	i	0	-6	9	i	i	i
Cc1ccc2nc(SCC(=O)Nc3ccccc3N3CCOCC3)c(C#N)cc2c1	i	i	i	i	i	-6	-3	1	i	i	i
C#CCOc1c(Cl)cc(/C=N/O)cc1OC	i	i	i	i	i	-16	-6	14	i	i	i
CCCCn1c(SCC(=O)Nc2ccc(NC(C)=O)cc2)nc2ccccc2c1=O	i	i	i	i	i	9	-6	-6	i	i	i
O=C(OCC(=O)N(CCc1ccccc1)Cc1ccccc1)c1cc(S(=O)(=O)N2CCOCC2)ccc1F	i	i	i	i	i	6	-7	12	i	i	i
COCCNC(=O)c1ccccc1NC(=O)c1ccc(OC)c(OC)c1	i	i	i	i	i	5	-16	1	i	i	i
O=C(NC(=S)Nc1cc(C(F)(F)F)ccc1N1CCOCC1)c1ccc(-c2cccc(Cl)c2)o1	i	i	i	i	i	-10	-7	-2	i	i	i
COc1c(F)c(F)c(C(=O)Nc2c(C)cc(Br)cc2C)c(F)c1F	i	i	i	i	i	4	-9	-6	i	i	i
CS(=O)(=O)N1N=C(c2ccco2)CC1c1ccco1 (centres undefined)	i	i	i	i	i	2	-23	-9	i	i	i
NS(=O)(=O)c1ccc(NNC(=O)c2cccs2)cc1	i	i	i	i	i	7	-4	.	i	i	i
CCC1(C)Cc2nc(Cl)c(C#N)cc2CO1 (centres undefined)	i	i	i	i	i	14	-9	-9	i	i	i
COc1ccc(S(=O)(=O)Nc2ccccn2)cc1C(=O)Nc1ccccc1	i	i	i	i	i	-2	-5	-2	i	i	i
CC(C)CCNC(=O)CN(C)S(=O)(=O)c1cccc2nsnc12	i	i	i	i	i	0	-16	-1	i	i	i

Quoted from the listing (two entries):
SMILES	KCNQ1 act	KCNK9 block	KCNK3 inh	TRPC4 block	TRPC4 potent	Platelet DG rel	hERG protect	DYRK1A inh	TRPC4 act	PolyA inhibitor	KCNQ1 block
CCC1(C)Cc2nc(Cl)c(C#N)cc2CO1 (centres undefined)	i	i	i	i	i	14	-9	-9	i	i	i
COc1ccc(S(=O)(=O)Nc2ccccn2)cc1C(=O)Nc1ccccc1	i	i	i	i	i	-2	-5	-2	i	i	i

New compounds follow.
SMILES	KCNQ1 act	KCNK9 block	KCNK3 inh	TRPC4 block	TRPC4 potent	Platelet DG rel	hERG protect	DYRK1A inh	TRPC4 act	PolyA inhibitor	KCNQ1 block
CCOc1cc(S(=O)(=O)NCc2ccccn2)c(C)cc1C	i	i	.	i	i	1	-13	.	i	i	i
CCOc1ccc2[nH]cc(C(=O)NCc3ccccc3)c(=O)c2c1	i	i	i	i	i	13	-3	0	i	i	i
O=C(COC(=O)CCSc1ccccc1)Nc1ccc(F)cc1Cl	i	i	i	i	i	-1	-3	3	i	i	i
COc1cc(C(C)=O)ccc1OCC(=O)N(CCC1=CCCCC1)c1c(N)n(Cc2ccccc2)c(=O)[nH]c1=O	i	i	i	i	i	29	-9	-6	i	i	i
COc1cccc(NC(=O)c2cccc(C)c2[N+](=O)[O-])c1	i	i	i	i	i	3	-10	17	i	i	i
COc1ccc(NC(=O)c2ccc(-c3ccccc3)cc2)cc1S(=O)(=O)N1CCOCC1	i	i	i	i	i	-4	-21	.	i	i	i
O=C(CN1CCC(n2nnc3ccccc32)CC1)NCc1cccs1	i	i	i	i	i	8	-8	-1	i	i	i
CC(C)OC(=O)c1cc(NC(=O)C2C3C=CC(O3)C2C(=O)O)cc(C(=O)OC(C)C)c1 (centres undefined)	i	i	i	i	i	-7	-5	7	i	i	i
CCN(c1ccc(OC)cc1)c1ncnc2nc[nH]c12	i	i	i	i	i	-7	-6	9	i	i	i
COc1ccc(NC(=O)Cc2c(C)n(C(=O)c3ccc(Cl)cc3)c3ccc(OC)cc23)cc1	i	i	i	i	i	4	-3	-3	i	i	i

Record cards, from the list above. Screens in order: KCNQ1 act, KCNK9 block, KCNK3 inh, TRPC4 block, TRPC4 potent, Platelet DG rel, hERG protect, DYRK1A inh, TRPC4 act, PolyA inhibitor, KCNQ1 block
O=C(COC(=O)CCSc1ccccc1)Nc1ccc(F)cc1Cl in the list: i, i, i, i, i, -1, -3, 3, i, i, i
CC(C)OC(=O)c1cc(NC(=O)C2C3C=CC(O3)C2C(=O)O)cc(C(=O)OC(C)C)c1 (centres undefined) in the list: i, i, i, i, i, -7, -5, 7, i, i, i
COc1ccc(NC(=O)Cc2c(C)n(C(=O)c3ccc(Cl)cc3)c3ccc(OC)cc23)cc1 in the list: i, i, i, i, i, 4, -3, -3, i, i, i
COc1cc(C(C)=O)ccc1OCC(=O)N(CCC1=CCCCC1)c1c(N)n(Cc2ccccc2)c(=O)[nH]c1=O in the list: i, i, i, i, i, 29, -9, -6, i, i, i

Additional records.
SMILES	KCNQ1 act	KCNK9 block	KCNK3 inh	TRPC4 block	TRPC4 potent	Platelet DG rel	hERG protect	DYRK1A inh	TRPC4 act	PolyA inhibitor	KCNQ1 block
CCOC(=O)C1=C(C)N=c2s/c(=C/c3ccccc3)c(=O)n2C1c1ccc(OC)c(OC)c1 (centres undefined)	i	i	i	i	i	-7	-3	2	i	i	i
Cc1cc(C)c(-c2csc(NC(=O)COC(=O)c3ccc4c(c3)OCO4)n2)c(C)c1	i	i	i	i	i	-7	-3	-52	i	i	i
COc1ccc(S(=O)(=O)NCCOc2ccccc2)cc1OC	i	i	i	i	i	-2	-6	1	i	i	i
COc1cccc(NC(=O)C2CCC(CNS(=O)(=O)c3cccs3)CC2)c1 (centres undefined)	i	i	i	i	i	1	-7	13	i	i	i
CC(C)OCC1Cn2c(nc3c2c(=O)n(C)c(=O)n3C)O1 (centres undefined)	i	i	i	i	i	1	-6	-3	i	i	i
Fc1cccc2sc(N3CCOCC3)nc12	i	i	i	i	i	14	0	-7	i	i	i
Cc1ccc(NC(=O)CN2CCCCCC2)cc1Br	i	i	i	i	i	-7	-13	2	i	i	i
CCCc1c(C(=O)N2CCN(c3ccccc3OC)CC2)cnn1-c1ccccc1	i	i	i	i	i	1	-7	.	i	i	i
O=C(Cc1ccccc1[N+](=O)[O-])OCC(=O)c1c[nH]c2ccccc12	i	i	i	i	i	-4	-10	-12	i	i	i
C/C(=N\NC1=NCCN1)c1ccccc1	i	i	i	i	i	7	-9	.	i	i	i
CC(=O)NC(CCS(C)(=O)=O)C(=O)N1CCc2ccccc21 (centres undefined)	i	i	i	i	i	-4	-4	.	i	i	i
O=C(O)CNc1nc(Cl)ccc1[N+](=O)[O-]	i	i	i	i	i	-8	-7	0	i	i	i
COc1ccc(N2CCN(C(=O)CN(c3ccccc3)S(C)(=O)=O)CC2)cc1	i	i	i	i	i	2	-4	0	i	i	i
O=c1oc2ccccc2cc1-c1ccc(O)cc1	i	i	i	i	i	0	-5	24	i	i	i
COc1cccc(C(=O)Nc2ccc(NC(=O)C(C)C)nc2)c1	i	i	i	i	i	4	-1	10	i	i	i
C/C=C(\C)CN1CCC(n2nccc2NC(=O)c2ccc(OC)cc2)CC1	i	i	i	i	i	-4	-11	-2	i	i	i
CC(NCCO)C(=O)C12CC3CC(CC(C3)C1)C2 (centres undefined)	i	i	i	i	i	6	-10	-1	i	i	i
O=C(CSc1ccccc1)NCCSCc1ccccc1	i	i	i	i	i	-30	-9	0	i	i	i
Cc1ccc(NC(=O)N2CCCC2C(=O)Nc2ccc3c(c2)OCCO3)cc1 (centres undefined)	i	i	i	i	i	0	-5	-1	i	i	i
CCCCc1cc(=O)oc2c(CN(C)C)c(O)c(Cl)cc12	i	i	i	i	i	6	-7	5	i	.	i
Cc1cc2nnc(SCC(=O)N3CCOCC3)n2c2ccccc12	i	i	i	i	i	7	-18	5	i	i	i
CCc1nc2ccccc2n1Cc1ccccc1OC	i	i	i	-5*	i	-1	-9	-5	i	i	i
